# IMPase cell inh = cell-permeable inhibitors of inositol monophosphatase (IMPase) | inhibition (IP1 accumulation), % at 46.1 µM | AID 901 | 120,000 tested, under 10 active | P97697 | CHO-M1 cells, IP1 accumulation, HTRF TR-FRET ratio; active = well fitted curve in the direction sought with a large enough effect in the signal ratio, not every such curve was filed as active; inconclusive = small, poorly fitted or top-dose-only effect, or a change in a side signal; inactive = no such curve, though single readings can be large or run the other way; the % refers to the signal ratio;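 also: cells stimulated with carbachol in lithium chloride buffer; plate controls were DMSO basal wells for no effect and reference inhibitor wells for full effect; higher means more IMPase inhibition seen as more IP1 and lower FRET ratio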
# Target sequence (P97697 whole entry, looked up): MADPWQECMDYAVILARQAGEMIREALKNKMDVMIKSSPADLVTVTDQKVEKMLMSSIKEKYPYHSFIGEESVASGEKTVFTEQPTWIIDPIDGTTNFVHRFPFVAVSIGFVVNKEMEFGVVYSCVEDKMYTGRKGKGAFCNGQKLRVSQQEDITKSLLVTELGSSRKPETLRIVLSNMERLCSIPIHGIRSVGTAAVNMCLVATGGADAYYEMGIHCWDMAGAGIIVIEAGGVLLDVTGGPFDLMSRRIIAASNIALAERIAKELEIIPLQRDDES
#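 Measured: the HTRF emission ratio (665/620 nm) plus the 620 nm donor channel, each fitted to the Hill equation to give AC50. Cells were CHO-M1 given compounds up to 46 uM and a 30 min carbachol stimulation at 37C.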
# PNC inhibitor = blocks assembly of the perinucleolar compartment; activity change (PNC), negative = inhibition, % at 10 µM; actives 3.1% (n = 140,000); PC3M PTB-GFP, PNC prevalence imaging, 16 h; hits give low values; AID 2417;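 active = readout at or below -70, meaning at least 70% loss of cells showing the perinucleolar compartment, a nuclear body marking cancer cells; inconclusive = readout between -30 and a set limit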;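 also: plate controls were DMSO wells for no effect and camptothecin positive control wells for full effect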
#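 PC3M cells stably expressing PTB-GFP, 750–1000 cells/well, treated 16 h at 37 °C with compound (23 nl of library stock), in duplicate. After paraformaldehyde fixation and Hoechst stain, imaged at 20x; PNC prevalence scored by image analysis.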
# ALOX15B inhib = blocks human 15-lipoxygenase 2 activity | O15296 | purified 15hLO-2, xylenol orange hydroperoxide absorbance | Potency, µM (top dose mostly 57.1 µM), without a hit: at the highest dose activity change, negative = inhibition, hits mostly inhibitors | actives 0.56% (n = 110,000) | AID 881; also: potency is read from the fitted curve at half-maximal effect; nearly all actives have a fitted effect of over 60% in size; many of its hits are not listed in these tables
#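 Screening format was qHTS against 50 nM purified 15hLO-2 in Hepes pH 7.5 with detergent. Activity follows hydroperoxide formation from 45 uM arachidonic acid, measured as 573:405 nm absorbance ratio of the ferric-xylenol orange complex.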
# 12-hLO inh = blocks human 12-lipoxygenase activity; AID 1452; Potency, µM (doses to about 57.1 µM), inactives show at the top dose activity change, negative = inhibition, most hits filed as inhibitors; P18054; purified 12-hLO, xylenol orange hydroperoxide absorbance; actives 0.12% (n = 150,000); also: potency is read from the fitted curve at half-maximal effect; nearly all actives have a fitted effect of over 55% in size; many of its hits are not listed in these tables
# Target sequence (P18054 whole entry, looked up): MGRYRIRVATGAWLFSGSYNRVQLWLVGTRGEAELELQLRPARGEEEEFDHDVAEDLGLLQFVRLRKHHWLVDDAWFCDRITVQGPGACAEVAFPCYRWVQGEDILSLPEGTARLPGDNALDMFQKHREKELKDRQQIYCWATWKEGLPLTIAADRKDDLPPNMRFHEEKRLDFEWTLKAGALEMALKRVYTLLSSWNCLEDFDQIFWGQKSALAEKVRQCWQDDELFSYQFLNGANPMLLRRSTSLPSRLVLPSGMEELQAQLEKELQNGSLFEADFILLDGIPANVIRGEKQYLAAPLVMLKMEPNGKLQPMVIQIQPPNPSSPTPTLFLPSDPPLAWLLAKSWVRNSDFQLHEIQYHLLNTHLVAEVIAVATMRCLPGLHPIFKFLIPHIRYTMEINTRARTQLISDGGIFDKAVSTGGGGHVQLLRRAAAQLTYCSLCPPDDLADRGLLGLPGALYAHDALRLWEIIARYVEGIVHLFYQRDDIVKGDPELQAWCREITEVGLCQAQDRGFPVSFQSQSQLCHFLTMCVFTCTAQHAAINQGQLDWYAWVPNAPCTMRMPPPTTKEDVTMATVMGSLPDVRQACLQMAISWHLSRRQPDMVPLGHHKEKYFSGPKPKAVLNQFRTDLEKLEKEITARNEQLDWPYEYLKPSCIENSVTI
#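 Lipoxygenase turnover measured by absorbance at 573 and 405 nm after Fe-XO development. Human 12hLO 150 nM, arachidonate 40 uM, pH 7.0 Hepes buffer with detergent; 15 min compound preincubation, 30 min reaction.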
# * marks the source's active call; other numbers are inactive results; ? = inconclusive; . = no result given; & = joins results of further samples; [ ] = remark or other dose. Unless noted, calls follow the shape of the dose curve; as a rule, active = well fitted curve in the direction sought with a large enough effect; inconclusive = small, poorly fitted or top-dose-only effect, or another doubt; inactive = no such curve, though single readings can be large; an effect the other way counts as inactive or inconclusive. Unless noted, % is scaled to controls: 0 for no effect and ±100 for the full control effect.
SMILES,IMPase cell inh,PNC inhibitor,ALOX15B inhib,12-hLO inh
CCC(=O)c1cc(F)c(N2CCN(CC)CC2)cc1C,13,50,6%,10%
Oc1ccc(CCNCc2cc3c(cc2Br)OCO3)cc1,.,.,-1%[11.4 µM],0%[11.4 µM]
CCCNC(=O)c1c(N)n(Cc2ccc3c(c2)OCO3)c2nc3ccccc3nc12,-7,15,2%[2.29 µM],1%
NCC#Cc1ccccc1,-2,.,12%,-4%
CCOCCCn1c(N)c(C(=O)Nc2sc3c(c2C(=O)OC)CCCC3)c2nc3ccccc3nc21,4,-18,-12%,0%
Cc1cc(N2CCCCC2)ccc1C=C1C(=O)N(C)C(=S)N(C)C1=O,.,5,.,-4%
Cc1nonc1OCCNc1ccc([N+](=O)[O-])c2cccnc12,.,36,.,-4%
Oc1ccc([C@H](O)[C@@H]2CCCCN2)cc1O,.,.,2%[11.4 µM],-10%[11.4 µM]
CCOC(=O)C1=C(C)OC(N)=C(C(=O)OCC)C12C(=O)Nc1ccc(Br)cc12 (stereo not drawn),-5,20,-15%,-4%
Cc1ccccc1N1C(=O)CC(=O)NC1=O,0,3,-3%,0%
CCN1C(=O)C(=C/C=C/c2ccco2)C(=O)N(CC)C1=S,-5,-1,.,-20%
O=C1CCC[C@H]2[C@@H]3CCCN4CCC[C@H](CN12)[C@H]34,.,.,-6%[0.0915 µM],-3%[0.00818 µM]
N#CSCSC#N,.,.,-15%,-11%
C[C@@H](Cc1ccc(Cl)cc1Cl)NO,.,.,7%[11.4 µM],5%[11.4 µM]
CNC(C(=O)c1ccccc1)C(OC(C)C)c1ccc(Cl)cc1 (stereo not drawn),3,-14,48%[activator],-2%
CN(C)C(=O)Oc1ccc[n+](C)c1,?,-23,-6%&5%,-1%&2%&-4%
CCCCC1C(=O)NC(=S)NC1=O,-8,-15,.,0%
CCC(=O)Nc1ccc(N2CCN(CC)CC2)c(Cl)c1,7,?,-6%,-2%
COP(=O)(CC(=O)O)c1ccccc1 (stereo not drawn),-4,2,-3%,2%
O=c1[nH]c2ccccc2o1,.,5,.,0%
C[C@@H]1C(=O)O[C@@H]2[C@H](O)C34[C@@H]5OC(=O)C3(O[C@H]3OC(=O)[C@H](O)C34[C@H](C(C)(C)C)[C@H]5O)[C@@]12O (stereo partly drawn),.,49,.,0%
CC12CN3CN(C1)CC(c1ccccc1)(C3)C2=O,2,22,.,0%
N#CCCn1cc(C(=O)Nc2ccc([N+](=O)[O-])cc2)c(-c2ccc3c(c2)OCCO3)n1,4,?,.,-8%
C[C@H](CCC(=O)O)[C@H]1CC[C@@H]2[C@H]3CC[C@H]4C[C@H](O)CC[C@@]4(C)[C@@H]3CC[C@@]21C,.,.,-27%[11.4 µM],4%[11.4 µM]
Oc1ccccc1Cl,.,.,-7%,1%
CNC(=O)Oc1ccc2c(c1)C(=O)c1ccccc1CO2,6,-7,1%,-9%
O=C(NCc1cccnc1)NC1CCCCC1,-1,-11,-3%,-6%
COC(=O)CSC1=NP(=S)(SCC(=O)OC)N2CCCC2=C1C#N (stereo not drawn),-5,-127*,-9%,-9%
Cn1c(=O)cc(OCC(=O)N2CCN(C3CCCCC3)CC2)c2ccccc21,11,18,2%,-3%
O=C(O)[C@@H]1[C@H](C(=O)O)[C@]2(Cl)C(Cl)=C(Cl)[C@@]1(Cl)C2(Cl)Cl,.,.,?,-5%[11.4 µM]

# Pulled one by one from above (3):
SMILES,IMPase cell inh,PNC inhibitor,ALOX15B inhib,12-hLO inh
CC12CN3CN(C1)CC(c1ccccc1)(C3)C2=O,2,22,.,0%
Oc1ccc(CCNCc2cc3c(cc2Br)OCO3)cc1,.,.,-1%[11.4 µM],0%[11.4 µM]
CCOCCCn1c(N)c(C(=O)Nc2sc3c(c2C(=O)OC)CCCC3)c2nc3ccccc3nc21,4,-18,-12%,0%

# Carrying on.
SMILES,IMPase cell inh,PNC inhibitor,ALOX15B inhib,12-hLO inh
ClCBr,.,.,-5%,-1%
CN1CCN(c2nc3ccccn3c(=O)c2C=C2C(=O)N(C)C(=O)N(C)C2=O)CC1,0,53,.,-5%
CC12CN3CC(C)(CN(C1)C31CCSCC1)C2=O,3,-18,-9%,-1%
O=C1NC(=O)N(CCC2=CCCCC2)C(=O)/C1=C\c1cccs1,.,-86*,.,-15%
CCCC(C)C1(CC)C(=O)NC(=Nc2ccccc2OC)NC1=O (stereo not drawn),0,9,-5%,-4%
O=C(C1CCC(=O)N1Cc1ccc(F)cc1)N1CCC2(CC1)OCCO2 (stereo not drawn),-2,37,1%,-1%
Cc1nn(Cc2ccccc2)c(C)c1C(=O)NC1CCCc2ccccc21 (stereo not drawn),14,-8,.,0%
C#CCO,.,.,-2%,-1%
CC(=O)OC1CC(OC(C)=O)[C@]2(C)C(CC(OC(C)=O)[C@]3(C)C2CC[C@@]2(C)C(c4ccoc4)C[C@H]4O[C@]432)C1(C)C (stereo partly drawn),.,.,-3%,-2%
O=C(Nc1cccc(F)c1)N1CC[C@@]2(CCCN(C(=O)Oc3ccccc3)C2)C1,.,.,-2%,3%
CC(=NCC1CCCO1)c1c(O)n(C)c(=O)n(C)c1=O (stereo not drawn),-7,-21,11%,1%
CCCCOc1ccc(CN2CCN(CCO)CC2)cc1,11,8,2%[2.29 µM],3%
COc1ccc(CN2CCNCC2)c(OC)c1OC,0[20.6 µM],.,8%[25.6 µM],0%[25.6 µM]
CCCCn1c(O)c(C(C)=NC(Cc2c[nH]c3ccccc23)C(=O)OC)c(=O)[nH]c1=O (stereo not drawn),6,?,-14%,-9%
Cn1ccnc1P(=S)(c1nccn1C)c1nccn1C,-5,20,3%,-2%
Clc1cc(Cl)c(-c2cc(Cl)c(Cl)cc2Cl)cc1Cl,.,.,3%,0%
O=C1NC(c2cccnc2)Nc2sc3c(c21)CCCC3 (stereo not drawn),-6,-100*,.,10%
Cc1ccc(-n2c(O)c(C=NCCN(C)C)c(=O)[nH]c2=O)cc1,.,22,.,-2%
O=C(Nc1ccc(Cl)cc1C(=O)c1ccccc1)c1ccco1,14,76,4%,-5%
O=c1[nH]c(=O)n(CCC2=CCCCC2)c(O)c1C=NCCN1CCNCC1,3,1,23%,-19%
CC(C)(C)c1ccc(O)c(CN2CCN(c3ccccc3)CC2)c1,?,?,52%[activator],-6%
N#CCN1CCN(c2ccc(C(F)(F)F)cc2)CC1,.,-21,.,0%
C[C@H](N)CN1CCc2ccc(Br)cc21,10,.,36%[activator],-3%
c1cncc(CNCCN2CCNCC2)c1,.,.,0%[11.4 µM],4%[11.4 µM]
CCC(C)N1C(=O)/C(=C\c2cc3c4c(c2)CCCN4CCC3)C(=O)NC1=S (stereo not drawn),.,11,.,-14%
CCN1C[C@@]2(COC(=O)c3ccccc3N3C(=O)CC(C)C3=O)CC[C@H](OC)[C@]34C5C[C@@H]6[C@@H](OC)C[C@@](O)(C5[C@H]6OC)[C@@](O)(C13)[C@@H](OC)C24 (stereo partly drawn),6,.,0%,0%
Cc1ccc2nc(-c3ccncc3)cc(C(=O)N3CCC4(CC3)OCCO4)c2c1,8,21,-1%,-3%
CCN(CC)c1ccc(CN2CC=C(c3ccc(F)cc3)CC2)cc1,12,-14,43%[activator],-6%
COc1ccc(-n2c(O)c(C=NCCCn3ccnc3)c(=O)[nH]c2=O)cc1,2,-14,1%,-3%
O=C(N/N=C/c1c(O)n(Cc2ccccc2)c(=O)[nH]c1=O)c1ccccc1O,-1,-13,.,-8%

# Gathered by group, those above containing a thiophene ring, fused or not (3)
SMILES,IMPase cell inh,PNC inhibitor,ALOX15B inhib,12-hLO inh
CCOCCCn1c(N)c(C(=O)Nc2sc3c(c2C(=O)OC)CCCC3)c2nc3ccccc3nc21,4,-18,-12%,0%
O=C1NC(=O)N(CCC2=CCCCC2)C(=O)/C1=C\c1cccs1,.,-86*,.,-15%
O=C1NC(c2cccnc2)Nc2sc3c(c21)CCCC3 (stereo not drawn),-6,-100*,.,10%

# The main list resumes with the two entries that preceded the break.
SMILES,IMPase cell inh,PNC inhibitor,ALOX15B inhib,12-hLO inh
COc1ccc(-n2c(O)c(C=NCCCn3ccnc3)c(=O)[nH]c2=O)cc1,2,-14,1%,-3%
O=C(N/N=C/c1c(O)n(Cc2ccccc2)c(=O)[nH]c1=O)c1ccccc1O,-1,-13,.,-8%
O=C(c1cnccn1)N1CCC2(CC1)CN(Cc1ccncc1)C2,.,.,-6%,1%
CCN(CC)c1ccc(CC2C(=O)N(C)C(=O)N(C)C2=O)cc1,-2,?,.,0%
CC[C@H]1C2CC3[C@@H]4N(C)c5ccccc5[C@]45C[C@@H](C2[C@H]5O)N3[C@@H]1O (stereo partly drawn),4,.,4%,1%
NCCc1ccc(S(=O)(=O)F)cc1,-2,.,13%,-5%
Cn1c(O)c(C(c2ccccn2)c2c(O)n(C)c(=S)n(C)c2=O)c(=O)n(C)c1=S,4,49,-1%,1%
c1ccc([Se]c2c(-c3ccccc3)[se]c3ccccc23)cc1,.,.,-23%[0.0915 µM],0%[0.00818 µM]
CCn1c(P(C)(=O)O)nc2ccccc21,-1,-15,.,2%
CN(C)[C@@H]1C(=O)C(C(N)=O)=C(O)[C@]2(O)C(=O)C3=C(O)c4c(O)ccc(Cl)c4[C@](C)(O)[C@H]3C[C@@H]12,-10[20.6 µM],.,1%[25.6 µM],-6%[25.6 µM]
CCOc1ccccc1NC(=O)N1CCC2(CC1)OCCO2,-7,18,.,0%
CNC(=O)[C@@H]1C[C@H]1[C@@H](NP(=O)(c1ccccc1)c1ccccc1)c1ccccc1,.,.,3%,-3%
CC[C@@H]1CN2CCc3cc(OC)c(OC)cc3[C@H]2C[C@@H]1C[C@@H]1NCCc2cc(O)c(OC)cc21,-7[20.6 µM],.,36%[activator][25.6 µM],-1%[25.6 µM]
COc1cccc(/C=C2\N=C(c3cncc(Br)c3)OC2=O)c1,-10,-20,.,1%
CC(Cc1ccccc1)NC(=O)NC(C)Cc1ccccc1 (stereo not drawn),5,-1,-1%,-2%
CC(=O)Nc1ccccc1C(=O)OCC(=O)c1cccc2ccccc12,2,97,-22%,0%
CC1CC[C@@]2(OC1)OC1C(O)C3C4CC[C@H]5CC(O[C@@H]6O[C@@H](CO)[C@H](OC7OC(CO)C(O)C(OC8OCC(O)C(O)[C@H]8O)[C@@H]7O[C@@H]7OC(CO)[C@H](O)[C@@H](O[C@@H]8OC(CO)C(O)C(O)C8O)C7O)C(O)C6O)C(O)C[C@]5(C)C4CC[C@]3(C)C1C2C (stereo partly drawn),.,.,-9%,-2%
CCCN1CCC[C@@H]2Cc3[nH]ncc3C[C@H]21,3,.,22%,-2%
Cc1ccc2cccc(OC(=O)N3CCCC3)c2n1,-4,?,-1%,-6%
CCCCn1c(=O)c(C(=O)Nc2ccsc2C(=O)OC)c(O)c2ccccc21,13,2,.,1%
CC(=NCCC1=CCCCC1)c1c(O)[nH]c(=O)[nH]c1=O,-9,25,4%,0%
CCC(C)N1C(=O)NC(=O)C2(Cc3cc(C)ccc3N(C)C2)C1=O (stereo not drawn),1,?,-7%,-5%
O=c1c2ccccc2nc(-c2ccc(Cl)cc2Cl)n1-c1nccs1,4,?,.,-1%
Cc1ccc(S(=O)(=O)NC(CC(=O)N2CCC3(CC2)OCCO3)c2ccco2)cc1 (stereo not drawn),-3[1.84 µM],-8,3%[11.4 µM],4%

# Screens from PubChem.

# Only part of the results is shown, so the mix of outcomes need not match the whole.
